Screening data as filed in PubChem BioAssay.
S3 lipid droplet: qHTS Assay for Lipid Storage Modulators in Drosophila S3 Cells; actives 0.64% (n = 320,000); Drosophila S3 cells, BODIPY lipid droplet fluorescence, 18-24 h; cells fed with added oleic acid; AID 2685; lipid storage change, negative = inhibition, % at the top dose, mostly 46.1 µM; hits show Potency in µM; active means well fitted inhibition curve with a large enough effect in the signal ratio, with a control signal flat, not every such curve was filed as active; inconclusive means small, poorly fitted or top-dose-only effect, or effect the other way, or a change in a side signal; the % refers to the signal ratio
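Laser-scanning cytometry quantifies lipid droplet accumulation (500–530 nm total intensity; droplet/cell object ratio) in oleic acid-fed (400 uM added) Drosophila S3 cells treated with a concentration series. 20 uM Triacsin C defined 100% inhibition.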
S3 lipid droplet cell count max: also measured in S3 lipid droplet; calls as there; cell number change, %; measured here: cell count max response;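 cells counted by Cell Tracker Red CMTPX staining in the red channel; peak over a dose series mostly up to 46.1 µM; percent activity relative to internal control wells on each plate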
Starred values were filed as active, the others as inactive; i = inactive; ? = inconclusive; . = no result given; [ ] = another dose, or the depositor's remark. On the % scale 0 is the no-effect control and ±100 the full control effect; potency means the concentration at half of the fitted maximal effect. These rows are one share of the data (hit frequency here may not be typical).

Each structure is followed by: S3 lipid droplet	S3 lipid droplet cell count max
- O=C(CSc1nnc(-c2ccc3c(c2)OCO3)n1-c1ccccc1)c1ccc(Cl)cc1
 : 27%	17
- O=S(=O)(Nc1cccc(Cl)c1)c1ccc(-n2cccn2)cc1
 : i	.
- CCN1C(=O)/C(=C\c2cn(-c3ccccc3)nc2-c2cccnc2)SC1=S
 : ?	.
- COc1ccc(C(=O)C2CCCN(C(=O)c3cc(C)on3)C2)cc1F (stereo unspecified)
 : 20%	6
- CCc1ccc(CN2CCC(n3nccc3NC(=O)c3ccccc3Cl)CC2)cc1
 : ?	.
- Cc1ccc(NC(=O)CCl)cc1S(=O)(=O)N1CCCCCC1
 : ?	.
- CC/C(=N\NC(N)=O)c1ccc(OC(F)F)cc1
 : i	.
- O=C(O)CSCC(=O)Nc1ccc(-c2nc3ccccc3s2)cc1
 : ?	.
- COc1cc([N+](=O)[O-])cc(/C=N/NC(=O)c2ccc(NC(=O)c3ccc(C)cc3)cc2)c1O
 : -18%	-15
- Cc1[nH]c2ccccc2c1/C=N/Nc1nc2ccccc2[nH]1
 : ?	.
- O=S(=O)(Cc1ccccc1)N1CCN(C2Cc3ccccc3C2)CC1
 : i	-9
- COc1ccc(/C=C/C(=O)Oc2ccc(C)cc2)cc1
 : ?	.
- COc1cc(OC)nc(/N=C/N(C)C)n1
 : ?	.
- COc1ccccc1N(CC(=O)N1CCOCC1)S(C)(=O)=O
 : ?	.
- Cc1ccc(NC(=S)N2CCC(NC(=O)c3cccc(F)c3)CC2)cc1
 : ?	.
- Cc1nc(Cl)sc1C(=O)Nc1ccc(C(F)(F)F)cc1
 : 1.6µM*	-0.7*
- O=C(Nc1c2c(nn1-c1ccc(F)cc1)CS(=O)(=O)C2)C1CCCC1
 : -9%	-4
- Cc1cc(S(=O)(=O)N2CCN(C(=O)c3ccco3)CC2)ccc1F
 : ?	.
- CC(=O)Nc1cccc(NC(=O)C(=O)c2cn(CC(=O)N3CCCCC3)c3ccccc23)c1
 : -5%	9
- CCNC(=O)NC(=O)CSc1ccc(S(=O)(=O)N2CCCCC2)cn1
 : ?	.

Five entries drawn at random from those above, as already listed:
Each structure is followed by: S3 lipid droplet	S3 lipid droplet cell count max
- O=C(CSc1nnc(-c2ccc3c(c2)OCO3)n1-c1ccccc1)c1ccc(Cl)cc1
 : 27%	17
- Cc1nc(Cl)sc1C(=O)Nc1ccc(C(F)(F)F)cc1
 : 1.6µM*	-0.7*
- COc1cc(OC)nc(/N=C/N(C)C)n1
 : ?	.
- Cc1ccc(NC(=S)N2CCC(NC(=O)c3cccc(F)c3)CC2)cc1
 : ?	.
- O=S(=O)(Nc1cccc(Cl)c1)c1ccc(-n2cccn2)cc1
 : i	.

More entries follow.
Each structure is followed by: S3 lipid droplet	S3 lipid droplet cell count max
- COc1cccc(C2CN(c3ccc(F)cc3F)N=C2c2cccs2)c1OC (stereo unspecified)
 : -3%	-13
- CCn1ccnc1CN(C)Cc1cn(C)nc1-c1ccccc1F
 : -2%	-5
- Cc1ccc2cc3cc(C(=O)NCCCN4CCc5ccccc5C4)oc3nc2c1
 : i	.
- O=C(c1ccco1)N1CCN(Cc2nnnn2CCc2ccccc2)CC1
 : 23%	10
- Nc1[nH]c(=O)[nH]c(=O)c1N=Nc1ccccc1Cl
 : -11%	-26
- CC(C)Cc1cc(C(=O)NCCc2ccccc2)no1
 : ?	.
- CN(C)S(=O)(=O)c1ccc(NC(=O)c2ccc(Br)o2)cc1
 : ?	.
- Cc1nc(C(=O)N(C)C)nn1-c1cc(Cl)cc(Cl)c1
 : ?	.
- Cc1ccccc1N1CCN(CCCN2C(=O)C3CCCCN3C2=O)CC1 (stereo unspecified)
 : ?	.
- CC(C)N(Cc1nccn1C)C(=O)c1ccc2oc(Cc3ccccc3)nc2c1
 : ?	.
- Cc1cc(C)nc(NC(=O)c2cccc(Br)c2)n1
 : ?	.
- CCCCn1c(N)c(N(CCC(C)C)C(=O)c2ccc(-c3ccc([N+](=O)[O-])cc3)o2)c(=O)[nH]c1=O
 : ?	.
- CC1CN(C(=O)c2cc3c(s2)CCC3)CC(C)O1 (stereo unspecified)
 : 1%	1
- CCC(C)N(C(=O)CN1C(=O)NC2(CCc3ccccc32)C1=O)C1CCS(=O)(=O)C1 (stereo unspecified)
 : -6%	-3
- N#CC(NC(=O)OCc1ccccc1)c1ccccc1 (stereo unspecified)
 : ?	.
- O=C(N/N=C/c1cccnc1)c1ccc(F)cc1
 : i	26
- CCN(CC)S(=O)(=O)c1ccc(NC(=O)C2CCCO2)cc1 (stereo unspecified)
 : -3%	.
- COc1ccccc1CCC(=O)OCc1csc(CC(=O)Nc2ccccc2C)n1
 : 8%	-23
- O=C(O)C1CCC(c2ccc(-c3ccccc3)cc2)CC1 (stereo unspecified)
 : ?	.
- COC(=O)C1=CN(C2CC2)C=C(C(=O)OC)C1c1ccc(C(F)(F)F)cc1
 : ?	.

(listing goes on)
Each structure is followed by: S3 lipid droplet	S3 lipid droplet cell count max
- O=C(C1CCCN1S(=O)(=O)c1cccc2nsnc12)N1CCN(c2ccc(F)cc2)CC1 (stereo unspecified)
 : i	.
- CC(COc1ccc(/C=C/c2ccccc2)cc1)[N+](C)(C)C (stereo unspecified)
 : -16%	0
- CCC(=O)Nc1ccc(S(=O)(=O)N2CCC(c3nc4ccccc4[nH]3)CC2)cc1
 : 7%	-7
- CC(=O)N1C(C)(C)CC(=NOS(=O)(=O)c2ccccc2)CC1(C)C
 : ?	.
- CCOC(=O)c1c(NC(=O)c2ccccc2)sc2c(O)c(CN(CC)CC)ccc12
 : ?	.
- Cn1cc(S(=O)(=O)N2CCc3ccccc32)cc1C(=O)Nc1ccc(Cl)cc1
 : ?	.
- CC(C)CC(NC(=O)C1CCCCC1)C(=O)NCc1ccccn1 (stereo unspecified)
 : -8%	.
- N#Cc1c(NC(=O)C2CC=CCC2C(=O)O)sc2c1CCCCCC2 (stereo unspecified)
 : 6%	13
- CS(=O)(=O)c1ccccc1C(=O)Nc1ccccc1Cc1ccccc1
 : i	14
- CCCCN(c1ccc(C(=O)OC)cc1)S(=O)(=O)c1ccccc1
 : ?	.
- CC(C)(C)OC(=O)NCCCC(CCCNC(=O)OC(C)(C)C)C(=O)O
 : 16µM*	-6.1*
- S=C(NCc1ccccc1)N/N=C/c1cccs1
 : i	-25
- Cc1ccccc1Cn1c(=O)sc2ccccc2c1=O
 : ?	.
- Cc1ccc(C2=NCCn3nc4cc([N+](=O)[O-])ccc4c32)cc1
 : ?	.
- CC(C(=O)OCC(=O)c1ccc(Br)cc1)N1C(=O)C2C3C=CC(C3)C2C1=O (stereo unspecified)
 : ?	.
- Fc1cccc(Cl)c1CNn1cn[nH]c1=S
 : ?	.
- Cc1ccc(C)c(CN2C(=O)c3ccccc3S(=O)(=O)c3ccc(C(=O)N4CCN(C)CC4)cc32)c1
 : ?	.
- O=S(=O)(NCc1cccs1)NCc1ccccc1F
 : ?	.
- CCc1nn(CC(=O)NCCN2CCN(C)CC2)c(=O)c2cc3occc3n12
 : 4%	.
- CC(=O)c1ccc(N(CC(=O)NCCc2ccccc2)C(=O)c2csnn2)cc1
 : ?	.

(further entries)
Each structure is followed by: S3 lipid droplet	S3 lipid droplet cell count max
- CCC(=O)Oc1ccc2oc(=O)cc(C)c2c1
 : 13%	-1
- O=C(CN(C(=O)CCC(=O)Nc1ccccn1)C1CCCC1)NCc1ccccc1
 : ?	.
- COC(=O)c1ccc(NC(=O)CN2C(=O)CNC2=O)cc1
 : 26%	18
- CN(C(=O)CCOc1ccccc1)c1c(N)n(Cc2ccccc2)c(=O)[nH]c1=O
 : 8%	11
- CCN(CC)c1ccc(C(=O)NC(=S)N2CCN(Cc3ccc4c(c3)OCO4)CC2)cc1
 : ?	.
- CC1CC(C)CN(S(=O)(=O)c2ccc3c(c2)n(C)c(=O)c(=O)n3C)C1 (stereo unspecified)
 : 13%	0
- Cc1ccc(-n2cc(CN3CCN(c4ccccn4)CC3)c(-c3ccc(F)cc3)n2)cc1
 : -8%	10
- COc1ccc(C(=O)NC(=S)Nc2nnn(C)n2)cc1
 : ?	.
- CSc1nc2c(c(=O)[nH]1)C(c1ccc(Cl)cc1)CC(=O)N2 (stereo unspecified)
 : ?	.
- CCCC(O)(c1ccc(CC)cc1)C(CN1CCOCC1)c1ccccc1 (stereo unspecified)
 : 30%	.
- COC(C(=O)Nc1ccccc1C(=O)N1CCOCC1)c1ccccc1 (stereo unspecified)
 : ?	.
- O=C(CCCc1nc(-c2ccccc2)no1)NC1CCCCC1
 : ?	.
- COc1ccc(-c2oc(=O)c3cc(OC)c(OC)cc3c2/C=C/c2ccc(F)cc2)cc1
 : ?	.
- CCOC(=O)c1c(NC(=O)CNC2CCCCC2)sc(C)c1C
 : ?	.
- CCOc1ccc(N(CC(=O)N/N=C/c2ccccn2)S(=O)(=O)c2ccc(Cl)cc2)cc1
 : ?	.
- CN(C)C(=O)NC1C=CS(=O)(=O)C1 (stereo unspecified)
 : 10%	5
- O=C(CN(CCCN1CCOCC1)C(=O)Cn1nnc(-c2ccc(F)cc2)n1)NC1CCCCC1
 : ?	.
- O=C(O)CCN=CC1=C(O)CC(c2ccccc2)CC1=O (stereo unspecified)
 : 1µM*	16*
- CCOCC(=O)Nc1ccc([N+](=O)[O-])cc1OC
 : -13%[9.22 µM]	1
- O=C1CN(C(=O)CSc2nnnn2-c2ccc(Cl)cc2)c2ccccc2N1
 : 15%	-28

Carrying on.
Each structure is followed by: S3 lipid droplet	S3 lipid droplet cell count max
- O=C(N/N=C/c1ccc2c(c1)OCO2)C(=O)Nc1cccc(Cl)c1
 : ?	.
- COc1ccc(NC(=O)C2(c3cccs3)CCOCC2)cc1
 : -20%	-8
- C=CCn1c(SCC(=O)Nc2ccc3c(c2)OCCO3)nnc1-c1ccco1
 : 8%	-10
- CCN(c1cccc(C)c1)S(=O)(=O)c1cnc[nH]1
 : i	.
- CC(O)c1ccc(Oc2cnccn2)cc1 (stereo unspecified)
 : 5%	14
- O=S(=O)(c1ccc(N2CCCC2)cc1)C(F)(F)F
 : ?	.
- COCCCNC(NC(=O)c1ccc(Cl)cc1)C(Cl)(Cl)Cl (stereo unspecified)
 : -11%	19
- O=C(CN1CCC(n2nnc3cc(C(F)(F)F)ccc32)CC1)N1CCc2ccccc21
 : 6%	5
- O=C(Cn1nc(-c2ccccc2)ccc1=O)NCC1COCCO1 (stereo unspecified)
 : 0%	14
- Cc1ccc(OCC(=O)O/N=C(\N)c2ccncc2)c(C)c1
 : 4%	-12
- C[C@H](NS(=O)(=O)OCC(Cl)(Cl)Cl)C1CC1c1ccccc1 (stereo partly specified)
 : i	-23
- COc1ccc(C(=O)N(C)CCCC2CCCC2)cc1OC1CCN(C(C)=O)CC1
 : ?	.
- CCn1c(CC(=O)Nc2ccccc2Cl)nnc1SCC(=O)NC1CCCC1
 : ?	.
- Cn1c(CN2CCOCC2)nnc1SCC(=O)Nc1ccc2c(c1)OCCO2
 : 12%	-5
- COC(=O)Nc1ccc(S(=O)(=O)Nc2cnc3ccccc3n2)cc1
 : ?	.
- O=C(O)CCN1C(=O)c2ccccc2Sc2ncccc21
 : -10%	0
- COc1ccc(C2c3[nH]c4ccccc4c3CCN2CCCn2cccn2)cc1C (stereo unspecified)
 : 25%	10
- COc1cc(-c2nc3cnccn3c2Nc2ccc(C(C)C)cc2)ccc1O
 : ?	.
- COC(=O)C1=C(C(=O)c2ccc(C)cc2)C(c2ccc(OC)c(OC)c2)n2nnnc2N1 (stereo unspecified)
 : ?	.
- CCOc1ccc(N=C2NC(=O)S/C2=C\c2ccc(O)cc2)cc1
 : -14%	-17

The final two compounds of the part before are carried over, then new ones follow.
Each structure is followed by: S3 lipid droplet	S3 lipid droplet cell count max
- COC(=O)C1=C(C(=O)c2ccc(C)cc2)C(c2ccc(OC)c(OC)c2)n2nnnc2N1 (stereo unspecified)
 : ?	.
- CCOc1ccc(N=C2NC(=O)S/C2=C\c2ccc(O)cc2)cc1
 : -14%	-17
- CC(=O)Nc1cccc(-n2nnc(SCC(=O)Nc3ccccc3)n2)c1
 : 5%	.
- CCN1CCN(C(=S)c2ccc(Br)cc2)CC1
 : -4%	-1
- COCCN(CC(=O)NCc1ccc(F)cc1)C(=O)CCC(=O)Nc1nccs1
 : i	17
- CCOC(=O)c1cc2c(ccc3nc(C)c(C)c32)[nH]c1C
 : -10%	.
- COc1ccccc1NC(=O)N(Cc1ccco1)Cc1cc2c(C)ccc(C)c2[nH]c1=O
 : -2%	-11
- CC1CCN(C(=O)Nc2ccc3nsnc3c2)CC1
 : 7%	-7
- CN(C(=O)COc1ccc(Cl)cc1Cl)c1nnc(C23CC4CC(CC(C4)C2)C3)s1
 : ?	.
- CC1=CCC(C(=O)O)C(C(=O)Nc2nc3ccc(S(C)(=O)=O)cc3s2)C1 (stereo unspecified)
 : ?	.
- COc1cccc(OC)c1C(=O)N1CCNCC1
 : ?	.
- NS(=O)(=O)c1ccc(NC(=S)NC(=O)C2CCCCC2)cc1
 : 3%	15
- Cc1cccc(C(=O)N2CCN(Cc3ccc4c(c3)OCO4)CC2)c1
 : ?	.
- Cc1ccc(C)c(S(=O)(=O)NCCOC(=O)Nc2sc(=S)n(C)c2C)c1
 : ?	.
- CCOP(=O)(OCC)c1nc(-c2ccc(OC)cc2)oc1N1CCOCC1
 : ?	.
- CCC(=O)Nc1ccc2c(c1)C(=O)N(C)C2=O
 : ?	.
- CCOc1ccc(S(=O)(=O)Nc2cccc(C(=O)N3CCN(c4ccccc4O)CC3)c2)cc1
 : ?	.
- Cc1cccc(NC(=O)C2CCCN2S(=O)(=O)c2ccc3c(c2)n(C)c(=O)c(=O)n3C)c1 (stereo unspecified)
 : ?	.
- CN(C)CCNC(=O)c1cc(Br)ccc1Cl
 : ?	.
